High-throughput results deposited in PubChem BioAssay by National Center for Advancing Translational Sciences (NCATS).
Coupling enz – coupling enzyme interference in Giardia aldolase counter-screen; 290,000 compounds, 0.67% hits; activity change, negative = inhibition, % at 58.2 µM, hits read low; coupling enzyme system counterscreen, AmpLite Red fluorescence; in the data active = activity change below about -30%
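Coupling enzymes only (glyceraldehyde-3-phosphate) + compound, at 57.5 uM final, 10 min RT; add substrate/coupling/AmpLite Red mix, 20 min RT; fluorescence ex 525/em 598 nm. Actives flag coupling-system interference.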
B2AR arrestin – beta2AR (human) beta-arrestin recruitment activity; AID 492947; P07550; 330,000 compounds, 0.02% hits; beta-arrestin recruitment to beta2AR, cell-based reporter; Potency, µM (doses to about 46.1 µM), for inactives: top-dose activation, actives largely listed as activators;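 also: potency is read from the fitted curve at half-maximal effect; 0% = DMSO controls and full agonism = EC100 isoproterenol or metaproterenol; nearly all actives have a fitted effect of over 65% in size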
USP2a block – inhibitors of human ubiquitin-specific protease USP2a | 330,000 compounds, 0.01% hits | USP2 core, Ub-CHOP2 coupled fluorogenic reporter, 485/531 | Potency, µM (highest dose often 38.3 µM), for inactives: at the top dose activity change, negative = inhibition, usual class: inhibitors | O75604;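 also: potency is read from the fitted curve at half-maximal effect; plate controls were DMSO wells for no effect and full inhibition by NEM control for full effect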
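Deubiquitinase activity read as fluorescence (485/531 nm) after Ub-CHOP2 cleavage activates the enterokinase reporter on its substrate; USP2 core 10nM, Ub-CHOP2 and substrate 25nM each, 30min compound preincubation then 60min RT; data normalized to NEM, curves fitted.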
GALK inh – inhibitors of human galactokinase. 270,000 compounds, 0.007% hits. Potency, µM (highest dose often 57.5 µM), inactives show top-dose activity change, negative = inhibition, hits mostly inhibitors. AID 1868. P51570. Purified GALK, Kinase-Glo residual ATP luminescence; also: potency is read from the fitted curve at half-maximal effect
Target sequence (P51570 whole entry, looked up): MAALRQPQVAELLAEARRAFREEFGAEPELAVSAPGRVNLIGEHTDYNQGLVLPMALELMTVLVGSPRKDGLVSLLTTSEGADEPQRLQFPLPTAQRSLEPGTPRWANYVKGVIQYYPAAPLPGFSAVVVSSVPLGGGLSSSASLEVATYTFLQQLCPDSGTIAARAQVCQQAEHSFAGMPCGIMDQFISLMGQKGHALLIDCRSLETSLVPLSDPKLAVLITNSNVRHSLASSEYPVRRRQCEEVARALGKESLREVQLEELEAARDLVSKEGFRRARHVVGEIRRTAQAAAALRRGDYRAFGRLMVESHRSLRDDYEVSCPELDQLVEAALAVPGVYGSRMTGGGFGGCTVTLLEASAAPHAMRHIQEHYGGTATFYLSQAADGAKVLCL
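Quantitative HTS: GALK 5 nM, ATP 35 uM, galactose 100 uM, 1 h room temperature, then luciferase-based ATP detection.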
Giardia kill – Giardia lamblia killing. AID 540267. Giardia lamblia trophozoite viability. activity change, % at 7.66 µM, hits read low. 340,000 compounds, 0.15% hits; in the data active = activity change below about -80%; inconclusive = between about -30% and that limit;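 also: parasites exposed to compound for two days anaerobically before the ATP read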
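Trophozoite viability was measured as ATP-dependent luminescence, read 15-30 min after reagent addition. Before that, parasites at 100 cells/well were exposed to compounds for 48 h, anaerobically, at 37 deg C.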
PKM2 activator – PKM2 (human) enzyme activation; purified PKM2, Kinase-Glo ATP luminescence, activation; response scale: 0% is enzyme alone, no compound; Potency, µM (titrated, usually from 57.5 µM), for the others: at the top dose activation, usual class: activators; 260,000 compounds, 0.34% hits; AID 1631; also: potency is read from the fitted curve at half-maximal effect; nearly all actives have a fitted effect of over 55% in size
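hPK-M2, >95% pure; 0.1 mM ADP / 0.5 mM PEP final; imidazole pH7.2 buffer w/ 7 mM MgCl2, 50 mM KCl; 1 h RT; Kinase-Glo lum. Intermediate enzyme activity for dual inhibitor/activator qHTS.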
KCNH2 3.1 inh – inhibitors of human KCNH2 3.1 potassium channel isoform. activity change, % (tested at about 1.8 µM). U2OS KCNH2 3.1, thallium flux FluxOr; stronger effect = lower value. 340,000 compounds, 0.95% hits;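 active = maximum activity change below -70%; inconclusive = maximum activity change from -70% to -50%; inactive = maximum activity change above -50%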;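 also: thallium influx rate constant from kinetic fluorescence after stimulation buffer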
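FluxOr-based Tl+ influx in U2OS cells transduced with KCNH2 3.1 virus; rate constants normalized to DMSO controls.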
Chronic BCR inh – blocks chronic active B-cell receptor signaling | 340,000 compounds, 0.05% hits | Potency, µM (series often up to 46.1 µM), without a hit: top-dose ratio change, negative = lower green/red ratio, actives largely listed as inhibitors | ABC-DLBCL IkBa-CBG/CBR reporter, luminescence ratio, 4 h; active = well fitted inhibition curve with a large enough effect in the signal ratio, with a control signal flat, not every such curve was filed as active; inconclusive = small, poorly fitted or top-dose-only effect, or effect the other way, or a change in a side signal; the % refers to the signal ratio;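 also: potency is read from the fitted curve at half-maximal effect; plate controls were basal doxycycline-induced cells for no effect and cells given 10 µM MG132 for full effect; MG132 reads +100%, hits lower the ratio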
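Cell line TMD8 (human ABC DLBCL), stably expressing tet-inducible CBG68-IkBa fusion and CBR; IMDM/0.5% FBS; cpd up to 46 uM; dox induction, 4 h, 37C/5% CO2; dual luminescence; green/red ratio; MG132 control.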
hERG WT inh – blocks the wildtype human KCNH2 potassium channel | Q12809 | U2OS, BacMam KCNH2, thallium flux FluxOr; stronger effect = lower value | activity change, % at 1.84 µM | 340,000 compounds, 0.37% hits | AID 720551;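 active = maximum activity change below -70%; inconclusive = maximum activity change between -70% and -50%; inactive = maximum activity change above -50%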
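U2OS cells transduced with wild-type KCNH2 virus are loaded with FluxOr dye for 45 min, and thallium flux is measured in kinetic reads before and after stimulation buffer. Rate constants are normalized to DMSO controls.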
uPA generation – inhibitors of cell surface uPA generation; cell surface uPA generation assay, qHTS; Potency, µM (series often up to 38.3 µM), inactives show top-dose activity change, negative = inhibition, actives largely listed as inhibitors; 330,000 compounds, 0.31% hits; active = well fitted inhibition curve with a large enough effect; inconclusive = small, poorly fitted or top-dose-only effect; inactive = no such curve, though single readings can be large or run the other way; tested in mouse RAW 264.7 cells; also: potency is read from the fitted curve at half-maximal effect; nearly all actives have a fitted effect of over 55% in size
Eya2 inh – blocks the phosphatase activity of human Eya2; O00167; recombinant Eya2, OMFP fluorescence dephosphorylation (OMFP is methylfluorescein phosphate); Potency, µM (titrated, usually from 76.9 µM), for inactives: at the highest dose activity, negative = inhibition, hits mostly inhibitors; 330,000 compounds, 0.006% hits; AID 488837; also: potency is read from the fitted curve at half-maximal effect
Target sequence (O00167 whole entry, looked up): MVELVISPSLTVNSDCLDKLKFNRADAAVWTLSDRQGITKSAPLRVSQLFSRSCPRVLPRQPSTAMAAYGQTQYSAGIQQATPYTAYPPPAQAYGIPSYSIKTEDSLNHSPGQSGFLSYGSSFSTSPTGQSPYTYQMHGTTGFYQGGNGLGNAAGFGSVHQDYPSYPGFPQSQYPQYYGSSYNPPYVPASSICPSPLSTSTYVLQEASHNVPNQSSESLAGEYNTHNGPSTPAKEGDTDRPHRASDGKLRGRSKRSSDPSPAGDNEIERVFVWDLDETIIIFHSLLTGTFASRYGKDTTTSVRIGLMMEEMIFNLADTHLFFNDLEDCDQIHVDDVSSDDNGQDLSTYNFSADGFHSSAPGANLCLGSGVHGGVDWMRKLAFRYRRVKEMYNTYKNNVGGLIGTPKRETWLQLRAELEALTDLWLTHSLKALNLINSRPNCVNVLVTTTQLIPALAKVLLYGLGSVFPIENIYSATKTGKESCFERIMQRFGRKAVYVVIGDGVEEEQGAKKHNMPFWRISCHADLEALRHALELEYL
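Eya2 (0.2 uM) preincubated 10 min at ambient with compound, then OMFP substrate added at 50 uM; 10 min reaction in 50 mM HEPES pH 7.5, 50 mM NaCl, 5 uM MgCl2, 0.05% BSA, 1 mM DTT. Fluorescence read at Ex 485/Em 525 nm.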
The depositor's hits bear a star; ? = inconclusive; nt = no result given; & = joins results of further samples. Unless noted, calls follow the shape of the dose curve; as a rule, active = well fitted curve in the direction sought with a large enough effect; inconclusive = small, poorly fitted or top-dose-only effect, or another doubt; inactive = no such curve, though single readings can be large; an effect the other way counts as inactive or inconclusive. Unless noted, % is scaled to controls: 0 for no effect and ±100 for the full control effect.

SMILES	Coupling enz	B2AR arrestin	USP2a block	GALK inh	Giardia kill	PKM2 activator	KCNH2 3.1 inh	Chronic BCR inh	hERG WT inh	uPA generation	Eya2 inh
O=C(CSc1ncnc2ccccc12)Nc1ccc2c(c1)OCCO2	2	0.3%	3%	4%	-14	0%	3	?	-1	-2%	9%
O=C(NC1CCN(Cc2ccccc2)CC1)c1ccc2c(c1)OCCCO2	-1	0.1%	0%	1%	-5	-5%	-12	?	8	7%	-2%
CCN(CC(=O)Nc1ccc2c(c1)OCCO2)C(=O)/C=C/c1ccc(OC)c(OC)c1	nt	0.4%	2%	nt	4	nt	-5	-16%	2	9%	-15%
O=C(CSc1ccccn1)Nc1ccc(Cl)cn1	3	0.3%	1%	-2%	1	5%	10	?	15	?	-3%
COc1ccc(NC(=O)CCCc2ccc(OC)c(C)c2)cc1	4	0.2%	0%	0%	-15	2%	-10	0%	2	1%	-10%
CN(C)C(=O)c1cn(-c2ccccc2)nc1-c1cc2ccccc2oc1=O	0	0.1%	0%	2%	-6	-10%	8	0%	11	2%	14%
CC(C)(C)NS(=O)(=O)c1ccc(CCC(=O)O)cc1	0	-0.1%	5%	-4%	11	-4%	4	9%	2	nt	-16%
CCOC(=O)C1CCN(C(=O)c2cc(S(=O)(=O)N3CCc4ccccc43)ccc2OC)CC1	nt	-0.7%	1%	nt	-15	nt	5	13%	-7	-2%	-3%
Cn1[nH]c(CSc2ccc(Cl)cc2)cc1=O	7	-0.3%	-2%	0%	-2	1%	5	?	9	5%	2%
CCc1ccc(NC(=O)Cn2c3[n+](c4c(F)c(F)ccc42)CCCCC3)cc1	8	-0.9%	2%	10%	-16	0%	-25	-1%	-5	-3%	-3%
CC1CCCCC1NC(=S)NC(=O)c1sc2ccccc2c1Cl (configuration not stated)	-8	0.4%	-5%	3%	-1	-8%	-30	?	4	3%	-6%
Cc1ccnc(NS(=O)(=O)c2ccc(N3C(=O)Nc4ccccc4N3O)cc2)c1	-1	0.4%	3%	1%	-7	-14%	-8	14%	nt	7%	-1%
CCc1nnc(NC(=O)CSc2nnc(C)c(=O)n2N)s1	nt	-0.3%	-10%	-3%	?	0%	14	-2%	-10	5%	-5%
O=C(NCCOC(=O)c1ccc(C(=O)OCCNC(=O)c2cccnc2)s1)c1cccnc1	nt	-0.8%	-2%	2%	-11	16µM*	-1	-13%	16	nt	-6%
CN1CCN(/N=C/c2ccc(-c3ccc([N+](=O)[O-])cc3Cl)o2)CC1	0	-0.1%	3%	5%	1	-1%	3	6%	11	-1%	10%
Cc1ccc(S(=O)(=O)N2[C@@H](c3ccccc3F)C(C(=O)O)=CC[C@H]2c2ccc(Cl)cc2)cc1	nt	-0.3%	-11%	nt	?	nt	0	10%	-34	5%	-11%
Cc1c(-c2ccn[nH]2)cc(NC(=O)c2ccc(Cl)cc2)c(=O)n1N	-1	-0.3%	0%	4%	14	-8%	-11	-8%	1	3%	-5%
Cc1oc(C(=O)O)cc1CSCc1cc(C(=O)O)c(C)o1	-13	-0.4%	0%	2%	-15	7%	16	19%	-3	-1%	16%
Cc1c(Cl)cccc1-n1c(SCC(=O)NCc2cccs2)nnc1-c1ccncc1	0	0.1%	3%	3%	10	-9%	0	?	-3	0%	1%
Cc1ccccc1CN1CCNC(=O)C1CC(=O)NC1CCCCCCC1 (configuration not stated)	-2	-1.0%	1%	4%	8	-1%	4	-8%	-7	2%	2%
COc1ccc(NC(=O)CSCC(=O)Nc2sccc2C#N)cc1	nt	-2.1%	0%	nt	-6	nt	-2	6%	8	2%	14%
COCCn1c(SCC(=O)NCc2ccco2)nc2cccnc21	0	0.0%	3%	2%	-12	0%	24	0%	-3	12%	-8%
CC(=O)Oc1ccc2c(=O)oc(-c3ccccc3)nc2c1	0	0.4%	6%	-2%	7	-4%	-2	?	-2	1%	9%
CN(C)c1nc(N2CCOCC2)nc(N(c2ccccc2)c2ccccc2)n1	5	-0.6%	5%	2%	-14	12%	-3	-1%	7	4%	-15%
O=C(N/N=C/c1ccoc1)c1cc(Br)ccc1O	-6	-0.1%	1%	6%	-24	-1%	16	?	7	2%	-4%

Going on with the list.
SMILES	Coupling enz	B2AR arrestin	USP2a block	GALK inh	Giardia kill	PKM2 activator	KCNH2 3.1 inh	Chronic BCR inh	hERG WT inh	uPA generation	Eya2 inh
Cc1cccc(NC(=O)Nc2ccccc2)n1	0	-0.2%	-2%	-1%	11	nt	-5	?	-2	2%	16%
CN(CC(=O)NCc1ccc(F)cc1)CC(=O)Nc1ccc(Cl)c(C(F)(F)F)c1	nt	-0.3%	-1%	-2%	0	2%	26	?	7	?	-14%
CC(OC(=O)c1ccc(Cl)cc1)C(=O)NCc1ccc2c(c1)OCO2 (configuration not stated)	nt	-0.2%	1%	nt	28	nt	0	-1%	-2	20%	-1%
COCc1cc(=O)[nH]c2cc(NC(=O)c3cccc(OC)c3)c(C)cc12	2	-0.8%	-3%	5%	-11	nt	-14	2%	-2	3%	-5%
COc1ccc(S(=O)(=O)N2Cc3ccccc3CC2C(=O)O)cc1 (configuration not stated)	3	-0.4%	2%	-2%	-16	3%	-10	?	3	5%	-9%
Cc1cnc(NC(=O)c2sc(Nc3ccccc3)nc2N)o1	0	-1.2%	1%	-2%	-28	-6%	-10	?	-14	12%	-3%
O=C(O)c1ccccc1C(=O)Nc1ccc(Br)c2cccnc12	-22	-0.4%	-1%	-2%	6	5%	-1	-10%	9	-1%	-6%
COc1ccc(C)cc1COC(=O)c1[nH]c(C)c(C(C)=O)c1C	-6	-0.3%	4%	0%	19	0%	20	?	-3	-5%	3%
CCOC(=O)CSC1=C(C#N)C(c2sccc2C)C(C(C)=O)=C(C)N1 (configuration not stated)	-4	0.0%	1%	nt	-10	7%	-4	7%	0	-5%	-6%
COCCN1C(=O)C(=O)/C(=C(/O)c2ccc(S(=O)(=O)N3CCCCC3)cc2)C1c1ccc(O)c(OC)c1 (configuration not stated)	15	0.1%	2%	5%	8	-2%	18	0%	-23	-5%	14%
CC(=O)NCC(=O)N(C)C(C(=O)Nc1ccc2c(c1)OCCO2)c1ccc(C)cc1 (configuration not stated)	2	-0.1%	0%	-1%	-9	-1%	15	0%	0	-1%	1%
CC(Sc1ccccc1)C(=O)N1CCN(S(=O)(=O)c2cccc(Br)c2)CC1 (configuration not stated)	2	-0.1%	2%	0%	5	23%	-6	?	-26	-22%	0%
CC(C)(C)C1CCc2c(sc3c2C(=O)NC(c2ccco2)N3)C1 (configuration not stated)	1	0.1%	0%	0%	-20	11%	-1	?	2	-7%	8%
O=C(C(=O)N1CCOCC1)c1cn(CCOc2ccccc2)c2ccccc12	-1	0.0%	1%	-2%	1	1%	10	-2%	0	-2%	-8%
O=C(CSCc1c(Cl)cccc1Cl)N1CCOCC1	-1	-0.5%	3%	9%	6	-1%	nt	0%	-7	1%	-9%
C=CCN(c1ccccc1C(=O)O)S(=O)(=O)/C=C/c1ccccc1	1	-0.2%	-1%	-4%	-10	-3%	7	5%	-9	-6%	-2%
CC(=O)N1N=C(c2cccs2)CC1c1cccc([N+](=O)[O-])c1 (configuration not stated)	0	-0.3%	2%	-1%	-3	-10%	11	0%	nt	?	-2%
COc1ccccc1-c1c(C)oc2cc(OCC(=O)OCc3ccccc3)ccc2c1=O	-2	-0.2%	0%	1%	9	-5%	9	1%	2	-2%	-4%
CCn1c2ccccc2c2cc(NC(=O)c3cccc(OC)c3)ccc21	0	-1.1%	0%	0%	-11	1%	6	?	-4	nt	16%
CCO[C@@H]1OC(C(=O)NCc2nc3ccccc3[nH]2)=C[C@H](C)[C@H]1CCCO	0	-0.1%	4%	-2%	12	3%	7	6%	24	-9%	-3%
NC(=O)C1CCN(c2nc(-c3cccc(Cl)c3)cs2)CC1	nt	0.5%&0.0%	6%&3%	nt	7	nt	nt	?	nt	-6%	-17%&-7%
Cc1noc(C)c1CSCC(=O)OCC(=O)NC1CCCCC1	4	-0.4%	-1%	-3%	7	0%	3	2%	8	-4%	6%
CCOC(=O)Cn1nnnc1C(C(C)C)N(Cc1cc2c(C)cc(C)cc2[nH]c1=O)C1CCCC1 (configuration not stated)	-8	0.2%	0%	-2%	-4	-16%	nt	-1%	-1	0%	-3%
C=CCn1cc(C(=O)OC)c(=O)c2cc(S(=O)(=O)N3CCC(C)CC3)ccc21	-1	-0.5%	-1%	0%	1	-7%	3	?	-29	nt	9%
CC1CCCC(NC(=O)COC(=O)c2cc3ccccc3oc2=O)C1C (configuration not stated)	nt	-0.3%	9%	nt	4	nt	10	-6%	-4	18%	-29%

Sorted by value in PKM2 activator (rising): three from the list above.
SMILES	PKM2 activator
CC(=O)N1N=C(c2cccs2)CC1c1cccc([N+](=O)[O-])c1 (configuration not stated)	-10%
CC1CCCCC1NC(=S)NC(=O)c1sc2ccccc2c1Cl (configuration not stated)	-8%
COCCn1c(SCC(=O)NCc2ccco2)nc2cccnc21	0%
